ROC1-CUL1 inh: inhibitors of human ROC1-CUL1 ubiquitin ligase activity | in vitro K48 di-Ub FRET, acceptor:donor ratio, 45 min | inhibition, % at 10 µM | hit rate 0.6% among 140,000 | AID 1347404; in the data active means inhibition above about 25%
Target sequence (P62877 whole entry, looked up): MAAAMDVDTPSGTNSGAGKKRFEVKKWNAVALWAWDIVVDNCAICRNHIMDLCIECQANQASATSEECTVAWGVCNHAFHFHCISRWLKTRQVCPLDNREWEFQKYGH
Target sequence (Q13616 whole entry, looked up): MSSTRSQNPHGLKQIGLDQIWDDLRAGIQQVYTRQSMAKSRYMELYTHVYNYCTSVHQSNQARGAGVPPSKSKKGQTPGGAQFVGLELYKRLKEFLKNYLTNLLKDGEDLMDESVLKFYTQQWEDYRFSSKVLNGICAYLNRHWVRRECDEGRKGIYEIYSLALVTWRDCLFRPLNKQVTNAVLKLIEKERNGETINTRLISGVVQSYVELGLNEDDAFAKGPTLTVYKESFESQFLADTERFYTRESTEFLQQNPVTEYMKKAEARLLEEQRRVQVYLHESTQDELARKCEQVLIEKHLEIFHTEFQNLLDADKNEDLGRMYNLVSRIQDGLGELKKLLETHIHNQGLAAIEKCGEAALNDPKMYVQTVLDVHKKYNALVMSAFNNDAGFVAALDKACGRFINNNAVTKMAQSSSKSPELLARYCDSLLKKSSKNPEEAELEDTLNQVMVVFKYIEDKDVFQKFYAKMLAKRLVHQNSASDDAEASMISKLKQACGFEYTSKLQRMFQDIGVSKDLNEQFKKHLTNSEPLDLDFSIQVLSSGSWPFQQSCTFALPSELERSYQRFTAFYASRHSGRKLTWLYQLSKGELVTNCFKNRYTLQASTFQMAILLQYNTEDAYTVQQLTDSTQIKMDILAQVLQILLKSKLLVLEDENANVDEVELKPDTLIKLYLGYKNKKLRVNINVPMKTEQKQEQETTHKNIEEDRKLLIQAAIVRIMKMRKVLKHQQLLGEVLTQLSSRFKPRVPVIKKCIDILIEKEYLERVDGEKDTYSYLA
* marks the source's active call; other numbers are inactive results. This is a subset; count on the stated rates, not on these rows.

ROC1-CUL1 inh,SMILES
-6,Nc1c(C(=O)c2ccc(Br)cc2)sc2ncccc12
-5,N#Cc1cnn2c(C(F)(F)F)cc(-c3ccc4ccccc4c3)nc12
2,CN(Cc1n[nH]c2c1CCCC2)C(=O)COc1ccc(N(C)Cc2ccc(F)cc2)nn1
-6,Cn1c(COc2nnc(-c3ccccc3)c3ccccc23)nc2ccccc21
4,O=C1c2ccccc2NC(c2cccc3cccnc23)N1/N=C/c1cccc2cccnc12 (configuration not stated)
5,COc1ccc(/C=C/c2nc(C#N)c(NCCc3ccc(OC)c(OC)c3)o2)cc1OC
-4,COc1ccc(Nc2nc3cc(Cl)c(Cl)cc3n3cnnc23)cc1Cl
-8,Cc1ccc(S(=O)(=O)N(CCc2ccccc2)CC(=O)Nc2cc(C)ccc2C)cc1
-7,COc1ccc(S(=O)(=O)NCC(c2ccco2)N2CCOCC2)cc1OC (configuration not stated)
5,CCc1nc2nc(C)c(Cc3ccccc3)c(=O)n2[nH]1
-3,CCOC(=O)c1ccc(NC(=O)c2ccc(CN3C(=O)CCn4nc(C)cc43)cc2)cc1
3,CCN=C1CC=CC=C(C(=O)/C=C/c2ccccc2Cl)C1=O
8,Cc1c(CC(=O)N(C)C(C)C)c2c(n1CC(C)C)CC(C)(C)CC2=O
4,COc1ccc(C)cc1NS(=O)(=O)c1c(C(=O)N2CCCCCC2)c(C)n(C)c1C
-8,Cc1cc(C)cc(C(=O)N(Cc2nc(-c3ccc(Cl)cc3)no2)C(C)C)c1
5,Cc1ccc(-c2noc(CNC(=O)c3ccc(Br)o3)n2)cc1
4,Cc1ccc(NC(=O)c2ccc(I)cc2)c2ccccc12
3,Cc1cc2oc(=O)cc(C)c2cc1NC(=O)COc1ccccc1
-8,COc1cc(OC)cc(C(=O)Nc2cc3c(cc2N2CCCC2)n(C)c(=O)c(=O)n3C)c1
1,CCOC(=O)c1c(-c2ccc(Cl)cc2)csc1NC(=O)C(OC(C)=O)c1ccccc1 (configuration not stated)
1,Cc1cccc(Nc2nc(Nc3cccc(C)c3)nc(N3CCOCC3)n2)c1
-4,Nc1c(C(=O)Nc2ccc(F)c(F)c2)sc2nc(-c3ccc(F)cc3)ccc12
-12,O=C1C(Cl)=C(N2CCN(Cc3ccccc3)CC2)C(=O)N1c1ccc(Cl)cc1Cl
2,CCc1cc2c(cc3c(=O)n(CC(=O)NCCc4ccc(OC)c(OC)c4)ncn32)s1
0,CC(=O)c1ccc(NC(=O)CN(C)S(=O)(=O)c2cccc3nsnc23)cc1
-7,c1ccc(CC2CCN(Cc3csc(-c4ccccc4)n3)CC2)cc1
3,CCOC(=O)c1c(NC(=S)NC(=O)c2c(Br)c(C)nn2C)sc2c1CCCCC2
6,CCSc1nnc(NC(=O)c2ccc(F)cc2)s1
2,Cc1ccc(-n2c(=O)c3c(cnn3C)n(CC(=O)Nc3cc(C)ccc3C)c2=O)cc1
-5,C=CCc1c(OC)ccc2ccc(=O)oc12
-2,CCc1ccc(-n2nnc(-c3nsc(NC(=O)c4ccccc4Cl)n3)c2C)cc1
-5,O=C(Cc1cnc2ncnn2c1)NC1CCCc2c1cnn2-c1ccccc1F (configuration not stated)
7,COc1cc(C2Oc3ccc(C)cc3C(=O)C2=O)cc(OC)c1OC (configuration not stated)
2,CCOC(=O)Cn1nnc(-c2nnn(CC(=O)OCC)n2)n1
-1,O=C(Cc1cccc2ccccc12)Nc1ccc2nc(SC(c3ccccc3)c3ccccc3)sc2c1
10,CCCCSc1nnc2c(n1)OC(c1cccc(OCC)c1)N(C(C)=O)c1ccccc1-2 (configuration not stated)
8,O=C(CSc1nc2ccccc2[nH]1)N1CCN(C/C=C/c2ccccc2)CC1
5,CC(C)N(C)C1CCN(S(=O)(=O)c2ccc3[nH]c(=O)ccc3c2)CC1
-5,CCCC(=O)c1cc2c(cc1NC(=O)c1ccccc1F)OCCO2
-9,Cc1ccc(-n2c(SCC(=O)Nc3cccc(Cl)c3C)nc3sc4c(c3c2=O)CCCC4)cc1
0,CCOC(=O)c1ccc(N=C2CC(c3ccc(F)cc3)N(c3ccc(C(=O)OCC)cc3)C2=O)cc1 (configuration not stated)
1,CN(C)N=Nc1nc2c(c(=O)n(C)c(=O)n2C)n1CC(O)CO (configuration not stated)
8,CCOC(=O)c1c(-c2ccc3c(c2)OCO3)[nH]c2c(OC)cccc2c1=O
-3,O=C(NCC(c1cccnc1)N1CCc2ccccc2C1)C(=O)Nc1ccc(Cl)cc1 (configuration not stated)
5,CC(NC(=O)Nc1cc(Cl)ccc1Cl)c1c(-n2cccc2)sc2c1CCCC2 (configuration not stated)
-1,O=C(Cn1ccnn1)Nc1ccnn1C1CCCC1
-1,O[C@@H]1CN(Cc2ccccc2Cn2cccn2)CC[C@H]1N1CCN(c2ccccn2)CC1
7,COc1ccccc1CN1CCC(CNC(=O)c2cnn(-c3cccc(Cl)c3)c2C2CCN(C(=O)OC(C)(C)C)CC2)CC1
2,Cc1ccc2c(c1)N(C(=O)CN1C(=O)c3ccccc3C1=O)C(C)(C)c1ssc(=S)c1-2
1,C=CCn1c(SC(C)C)nc2sc3c(c2c1=O)CCC3
0,COCCCNC(=O)Nc1cc(C(=O)NCc2ccc(OC)cc2)ccc1N1CCCC1
1,C=CCn1c(C)cn2c3c(=O)n(CCC(C)C)c(=O)n(C)c3nc12
-4,CN(C)C(=O)CCC(=O)N1CCCC(CCc2cccc(F)c2)C1 (configuration not stated)
12,C(#CCN1CCN(CC#CCOCc2ccccc2)CC1)COCc1ccccc1
-2,O=C1C2CCCCN2C(=O)N1CCN1CCN(c2ccc(F)cc2)CC1 (configuration not stated)
4,Clc1cc(Cl)c(Cl)nn1

(list continues)
ROC1-CUL1 inh,SMILES
-6,CSc1nc(C)cc(SCCOC(=O)Nc2ccccc2)n1
2,O=C(Oc1ccccc1Cl)c1ccc([N+](=O)[O-])cc1
-2,Cc1nn(C)c(C)c1CN(C)C(=O)c1cc2nc(-c3ccc(Cl)s3)cc(C(F)(F)F)n2n1
3,Cc1cc(CN(C)Cc2cnc(S(=O)(=O)CC3CCCO3)n2CC(C)C)n[nH]1 (configuration not stated)
1,CSc1nc(C(=O)N2CCc3c(cnc(C)c3CNC(=O)/C=C/c3ccccc3F)C2)cs1
8,O=C(c1cccs1)N1CCOC(CCCc2ccccc2)C1 (configuration not stated)
10,CN(CC1CCCN(CCc2ccc(Cl)cc2)C1)C1CCOCC1 (configuration not stated)
7,Cc1ccc2c(c1)C(c1ccc(F)cc1)N(C(=O)COc1ccc(Cl)cc1Cl)CC(=O)N2 (configuration not stated)
2,CN1CCCn2c1nc1c2c(=O)n(Cc2ccc(F)cc2)c(=O)n1C
18,O=C(O)c1ccccc1C(c1ccccc1)c1ccccc1
2,CCC(NS(=O)(=O)c1ccc(Cl)cc1)c1ccc(C)cc1 (configuration not stated)
16,CC(=O)Oc1ccc(OC(C)=O)c2sc(=O)sc12
-4,CCc1ccc(S(=O)(=O)c2nnn3c2nc(N2CCC(C(N)=O)CC2)c2cc(Cl)ccc23)cc1
-13,c1ccc(-c2nnc(N3CCCCC3)s2)cc1
4,C=CCc1c(C)nc(Nc2nc(C)c3cc(C)ccc3n2)[nH]c1=O
5,Cc1cccc(-c2nc(SCCCOc3cc(C)c(Cl)c(C)c3)n3[nH]c(=O)cc3n2)c1
-5,CCOc1ccc(C(=O)c2oc3ccccc3c2NC(=O)c2cc(-c3ccc(Cl)cc3)on2)cc1
0,O=C1N(c2cccc(C(F)(F)F)c2)C2CS(=O)(=O)CC2N1c1ccccc1Cl (configuration not stated)
-11,O=C(c1ccc([N+](=O)[O-])o1)N1CCN(Cc2ccccc2)CC1
10,CCC(=O)N=c1sc2ccccc2n1C
-3,O=C(Nc1ccccc1O)c1cccnc1Cl
6,Cc1ccc(NC(=O)c2ccc(CNS(=O)(=O)c3ccc4c(c3)C(C)(C)C(=O)N4C)cc2)cc1C
-3,COc1ccc(C(=O)c2oc3ccccc3c2NC(=O)c2nc(SC)ncc2Cl)cc1Cl
6,O=C(CSc1nnc(CNC(=O)c2ccccc2)n1-c1ccc(F)cc1)Nc1ccccc1F
-8,CN(C)c1ccc(CNC(=O)C2CCCN(S(=O)(=O)c3ccc4c(c3)CCCC(=O)N4)C2)cc1 (configuration not stated)
-3,O=C(COc1ccccc1)NC(=S)Nc1cc(-c2nc3ncccc3o2)ccc1Cl
-8,C=C1C2(C(=O)Nc3cc(C)cc(C)c3)CCC(C2)C1(C)C (configuration not stated)
-6,Cc1ccc(C(O)(c2ccc(C)cc2)C(O)(c2ccc(C)cc2)c2ccc(C)cc2)cc1
1,Cc1ccccc1CC(=O)Nc1sc(C(C)C)cc1C(N)=O
4,Cc1ccc(CCNC(=O)CSCc2nc(-c3ccc(C)cc3)oc2C)cc1
0,COc1ccc(N=c2oc3ccccc3cc2C(=O)NC(C)=O)cc1
-5,CCn1c(C(=O)N2CCC(C(=O)N3CCN(c4cccc(C)c4C)CC3)CC2)cc2sccc21
5,Fc1cccc(C2(CNc3ccnn3Cc3cccnc3)CCOC2)c1 (configuration not stated)
-4,Cc1ccc(C(CNC(=O)Nc2nn[nH]n2)N2CCOCC2)o1 (configuration not stated)
1,CCCC(=O)N1C(=O)CCN(C(C)=O)c2ccccc21
-3,CCC(c1ccccc1)c1n[nH]c2c1CN(C(=O)CN1CCOC1=O)CC2 (configuration not stated)
-5,COc1ccc(Cl)cc1C(=O)NC(=S)Nc1cc(Cl)cc(Cl)c1
2,COc1ccc(C(=O)COC(=O)C(Cc2ccccc2)NC(=O)c2ccc(C(C)(C)C)cc2)cc1 (configuration not stated)
4,N#C/C(=C/c1cn(Cc2ccccc2Cl)c2ccccc12)C(=O)Nc1cccc(Cl)c1
3,CCOC(=O)N1CCC(NC(=O)c2cnn(-c3ccc(F)cc3F)c2C2CCN(C(=O)OC(C)(C)C)CC2)CC1

2 entries from above, as a markdown table:
| smiles | ROC1-CUL1 inh |
| --- | --- |
| N#C/C(=C/c1cn(Cc2ccccc2Cl)c2ccccc12)C(=O)Nc1cccc(Cl)c1 | 4 |
| CCOC(=O)N1CCC(NC(=O)c2cnn(-c3ccc(F)cc3F)c2C2CCN(C(=O)OC(C)(C)C)CC2)CC1 | 3 |

Other results:
ROC1-CUL1 inh,SMILES
1,COc1ccc(NC(=O)CSc2nc3ccncc3[nH]2)c(OC)c1
10,Cc1ccsc1C(=O)N1CCC(CCC(=O)NC2CC2)CC1
-3,Cc1ncc2c(c1CNS(=O)(=O)c1cccs1)CCN(C(=O)c1noc3c1CCCC3)C2
1,COc1ccccc1N1CCN(C(=O)Cn2ncc3c([nH]c4ccccc43)c2=O)CC1
-1,Cc1noc(-c2ccccc2OCC(=O)Nc2ccccc2[N+](=O)[O-])n1
-9,COc1cccc(-c2nc(CN3CCN(Cc4ccc(F)cc4)C(=O)C3)c(C)o2)c1OC
1,CC1CN(CC(=O)Nc2sc3c(c2C#N)CCCC3)CC(C)O1 (configuration not stated)
11,CC(C)CC(=O)N1CCN(c2ccc(NC(=O)c3cccc(F)c3)cc2)CC1

As a short view, part of the list above.
ROC1-CUL1 inh,SMILES
-6,Nc1c(C(=O)c2ccc(Br)cc2)sc2ncccc12
-5,N#Cc1cnn2c(C(F)(F)F)cc(-c3ccc4ccccc4c3)nc12

The main list resumes with the 7 entries that preceded the break.
ROC1-CUL1 inh,SMILES
10,Cc1ccsc1C(=O)N1CCC(CCC(=O)NC2CC2)CC1
-3,Cc1ncc2c(c1CNS(=O)(=O)c1cccs1)CCN(C(=O)c1noc3c1CCCC3)C2
1,COc1ccccc1N1CCN(C(=O)Cn2ncc3c([nH]c4ccccc43)c2=O)CC1
-1,Cc1noc(-c2ccccc2OCC(=O)Nc2ccccc2[N+](=O)[O-])n1
-9,COc1cccc(-c2nc(CN3CCN(Cc4ccc(F)cc4)C(=O)C3)c(C)o2)c1OC
1,CC1CN(CC(=O)Nc2sc3c(c2C#N)CCCC3)CC(C)O1 (configuration not stated)
11,CC(C)CC(=O)N1CCN(c2ccc(NC(=O)c3cccc(F)c3)cc2)CC1
3,CSc1ccc(/C=C2/C(=N)N3C(c4ccc(F)cc4)=CSC3=NC2=O)cc1
8,Cc1ncc2c(c1-c1noc(C3CCOCC3)n1)CCN(Cc1nc[nH]c1C)C2
9,CC(C)(C)c1ccc(C(=O)N2CC(=O)Nc3ccc(F)cc3C2c2ccc(F)cc2)cc1 (configuration not stated)
7,Cc1nc(N2CCC(C(=O)O)CC2)c2oc3ccccc3c2n1
-2,Cc1nc(N2CCC(C(=O)N3CCCC(c4ccccc4)C3)CC2)nc2cc(S(C)(=O)=O)ccc12 (configuration not stated)
-2,C=CCOc1c(Cl)cc(CNC2CCCCC2)cc1OC
2,Cc1cccc(OCC(=O)NNC(=O)CCCCC(=O)NNC(=O)COc2cccc(C)c2)c1
1,O=C(c1cccnc1)N1CCCC(CCc2cccc(F)c2)C1 (configuration not stated)
4,CC(C)CCOC(=O)Nc1ccc(S(=O)(=O)Nc2ccc(Br)cc2)cc1
6,CCCOc1ccc(C(=O)N(Cc2ccc(N(C)C)cc2)CC2CCCO2)cc1 (configuration not stated)
5,NC(=O)C1(N2CCCCC2)CCN(Cc2nc(-c3cccc(Cl)c3)no2)CC1
7,Cc1ccc(C)c(NC(=O)C2CCCN(S(=O)(=O)c3c(C)noc3/C=C/N(C)C)C2)c1 (configuration not stated)
-12,COC(=O)c1sccc1NC(=O)c1c(-c2ccccc2)noc1C
14,O=C(O)CCCC(=O)N1N=C(c2cccs2)CC1c1ccco1 (configuration not stated)
0,CCc1ccc(NC(=O)CSc2cn(CC(=O)N3CCCC3)c3ccccc23)cc1
9,Cc1ccc(CSCCNC(=O)CN(c2cccc(C)c2C)S(=O)(=O)c2ccccc2)cc1
3,O=C(CN1CCCCC1)N1CCc2onc(-c3cccc(F)c3)c2C1
-5,COC(=O)c1c(C)c2c(C(=O)OC)cc3cccc1n32
-9,CC(=O)NCCNC(=O)C1(N(C)C)Cc2ccccc2C1
7,CC(=O)Nc1ccc(C2Nc3ccccc3C(c3ccccc3)(c3ccccc3)O2)cc1 (configuration not stated)
-10,CC1=NC(=O)NC(=O)C1S(=O)(=O)N(CC(=O)NCc1ccc(C)cc1)c1cc(C)cc(C)c1 (configuration not stated)

Compound activity (PubChem BioAssay)
